M. tuberculosis GlmU – inhibition of mycobacterial GlmU enzyme – biochemical, glucosamine-1-phosphate acetyltransferase (AID 1376); Bifunctional protein GlmU (Mycobacterium tuberculosis (strain ATCC 25618 / H37Rv)); M. tuberculosis GlmU acetyltransferase enzyme assay; higher % means a stronger effect; one-dose inhibition, %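 (tested at 30 µM in the primary screen)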; IC50 in µM for titrated hits; actives 0.25% (n = 220,000); in the data active = inhibition above about 13%; inconclusive = no clear call, values can overlap the other calls;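 note: 0% = complete reaction with vehicle and 100% = reaction without substrate; strong numbers were not always called active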
Mtb RmlCD inh – M. tuberculosis RmlC/RmlD coupled enzyme inhibitors, primary screen, biochemical, compound mixtures, 384-well, from 1536-well plates | dTDP-4-dehydrorhamnose reductase (Mycobacterium tuberculosis (strain ATCC 25618 / H37Rv)) … | actives 0.03% (n = 160,000) | inhibition, % at 3.6 µM | RmlC+RmlD coupled enzyme assay, percent inhibition; primary screen in compound mixtures; in the data active = inhibition mostly above about 34%, no sharp cut-off; inconclusive = no clear call, values can overlap the other calls; inactive = mostly below about 22%; note: some results filed as inactive read as strong as hits
Target sequence (P9WH09 whole entry, looked up): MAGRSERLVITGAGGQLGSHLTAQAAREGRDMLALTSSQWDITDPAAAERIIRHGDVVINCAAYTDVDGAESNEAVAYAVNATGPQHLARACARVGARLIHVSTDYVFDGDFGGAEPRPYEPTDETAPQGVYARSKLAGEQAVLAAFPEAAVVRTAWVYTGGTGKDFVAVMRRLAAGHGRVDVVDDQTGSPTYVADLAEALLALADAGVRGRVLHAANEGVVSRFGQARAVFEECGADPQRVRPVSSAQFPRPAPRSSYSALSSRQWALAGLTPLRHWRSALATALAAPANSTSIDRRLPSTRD
Target sequence (P9WH11 whole entry, looked up): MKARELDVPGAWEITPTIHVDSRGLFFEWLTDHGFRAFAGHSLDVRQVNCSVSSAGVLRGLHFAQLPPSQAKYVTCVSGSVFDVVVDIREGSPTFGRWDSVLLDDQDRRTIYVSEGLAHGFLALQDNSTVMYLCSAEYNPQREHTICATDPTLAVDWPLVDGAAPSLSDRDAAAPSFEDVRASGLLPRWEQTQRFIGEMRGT
* = called active by the depositor; ? = inconclusive; nt = not tested or not shown; & = joins results of further samples. Not all compounds are listed, so the mix of outcomes need not match the whole.

Results follow in this order: M. tuberculosis GlmU, Mtb RmlCD inh
COc1cc2c(cc1OC)/C(=C/c1ccc(Br)cc1)C(=O)OC2
→ -7.2%, -7
COc1ccc(CCNC(=O)COc2ccc(S(=O)(=O)N3CCOCC3)cc2)cc1
→ 6.0%, -4
CC(/C=N/NC(=O)c1cc(-c2ccncc2)nc2ccccc12)=C\c1ccco1
→ nt, ?
O=C(N/N=C/C=C\c1ccccc1[N+](=O)[O-])c1cc(-c2ccc3ccccc3c2)n[nH]1
→ -4.8%, 2
COc1ccc2occ(C(=O)c3coc4ccc(O)c(CN(C)C)c34)c2c1
→ -3.8%, nt
CC1(C)NC(=O)N(CC(O)COc2ccc(-c3ccccc3)cc2)C1=O (stereo not given)
→ nt, -1
Cc1cccc2sc(NC(=O)CCn3cccc3)nc12
→ 0.1%, -8
CCOC(=O)c1cnc(-n2nc(C)cc2C)nc1N1CCOCC1
→ 2.6%, 46
CCOC(=O)N1CCN(c2cc(N(C)CCO)c([N+](=O)[O-])c3nonc23)CC1
→ 3.3%, -11
S=c1nc(-c2ccccc2)c(-c2ccccc2)n[nH]1
→ 0.6%, -12
CCn1c(SCc2ccc(Cl)c(Cl)c2)nnc1C(C)NC(=O)c1ccc(OC)cc1 (stereo not given)
→ 5.4%, -6
N#Cc1ccccc1Sc1ccccc1C(=O)OCc1nnc(-c2ccccc2)o1
→ -1.9%, 6
CCOC(=O)c1[nH]c2ccc(OC)cc2c1NC(=S)N1CCN(c2cccc(Cl)c2)CC1
→ -3.4%, -5
O=C(CNS(=O)(=O)c1cccc(C(F)(F)F)c1)Nc1ccccc1F
→ 1.9%, nt
O=C(NCCCn1ccnc1)C(=O)NCc1ccc(Cl)cc1
→ 0.7%, nt
Cn1c(N2C(=O)CC(Cc3ccccc3)C2=O)nc2ccccc21 (stereo not given)
→ 0.9%, nt
O=C(Nc1ccc(Br)cc1)c1cccc(N2C(=O)C3C4CCC(C4)C3C2=O)c1 (stereo not given)
→ -3.1%, 0
CCNC(=O)C1CC(=O)OC12CCCCC2 (stereo not given)
→ 1.1%, nt
CCOc1ccc(C2C=C(c3ccc(C)cc3)Nc3ncnn32)cc1 (stereo not given)
→ -3.1%, 23
C=CCNc1nc(NC(C)(C)CO)nc(OC)n1
→ -1.1%, nt
Cc1cccc(CNC(=O)CCc2nnc(C3CCCCC3)o2)c1
→ -8.4%, nt
COc1cccc(NS(=O)(=O)c2ccc(Br)s2)c1
→ 8.1%, -4
O=c1c2ccccc2nnn1CSc1nc2ccccc2[nH]1
→ -2.0%, 2
CCOC(=O)CN1C(=O)N[C@@H](CCc2ccccc2)[C@@H](C(=O)OC)[C@H]1C
→ 2.5%, nt
COc1ccccc1-c1nnc(SCC(=O)Nc2nc(-c3ccccc3)cs2)n1C
→ 4.8%, 6
C=CCn1c(O)c(C=NCCCn2ccnc2)c(=O)[nH]c1=O
→ -3.8%, nt
COc1ccccc1C(=O)N1CCN(C(=O)c2ccncc2)CC1
→ 6.6%, 9
Cc1ccccc1NC(=O)C(=Cc1ccc(C(=O)O)cc1)C(=O)Nc1ccccc1C
→ -0.3%, 15
CC(C)NC(=O)COc1ccc(/C=N/NS(=O)(=O)c2ccccc2)cc1
→ -0.4%, 2
CC(C)C(C)(C#N)NC(=O)CSc1nnc(-c2ccncc2)n1Cc1ccccc1 (stereo not given)
→ -5.6%, -6
COCCNCC#CCOc1ccc(OC)cc1
→ -4.3%, 4
COc1ccc(CC(=O)Nc2ccc(-c3noc(COc4ccccc4C)n3)cc2)cc1
→ 1.4%, -1
COc1ccccc1OCCNC(=O)c1ccccc1C
→ -3.1%, 5
COCCCN1C(=O)C(=O)/C(=C(/O)c2ccc3c(c2)CC(C)O3)C1c1cccnc1 (stereo not given)
→ -1.3%, nt
COCCNc1nc2c(c(=O)n(Cc3ccc(OC)cc3)c(=O)n2C)n1C
→ 5.7%, 2
O=C(CN1CCN(c2ccccc2)CC1)Nc1ccc(OCc2ccccc2)cc1
→ -4.0%, -8
O=C(c1ccccc1)N1CCN(Cc2ccccc2C(F)(F)F)CC1
→ -1.1%, 6
COc1ccc(OC)c(NC(=O)CCCN2C(=O)C3C4C=CC(C4)C3C2=O)c1 (stereo not given)
→ 2.1%, -18
CC(C)[C@H](NC(=O)Nc1ccc(Oc2ccccc2)cc1)C(=O)O
→ -3.2%, 15
C/C(=N/NC(=O)CCc1ccccc1)c1ccco1
→ 1.8%, -6
CCc1ccc(NC(=O)CSCc2ccc(C(=O)O)cc2)cc1
→ 5.4%, nt
CNCCOc1ccccc1C(C)(C)C
→ 3.0%, -4
CC(=O)Nc1ccc(NC(=O)C(C)OC(=O)CCC(=O)c2ccc(F)cc2)cc1 (stereo not given)
→ -1.9%, -2
CCCCOc1ccc(-c2csc(N)n2)cc1[N+](=O)[O-]
→ -1.4%, 7
Cc1ccc(NC(=O)c2cc(NC(=O)c3ccco3)ccc2N2CCOCC2)cc1Cl
→ -1.9%, 9
O=C1C(=O)c2ccccc2C(O)=C1c1cccc([N+](=O)[O-])c1
→ -4.0%, nt
Nc1nc(SCc2ccc(Cl)cc2Cl)n[nH]1
→ -6.1%, 7
CCN(C(=O)Cn1c(=O)n(-c2cc(OC)c(OC)c(OC)c2)c(=O)c2ccccc21)c1cccc(C)c1
→ -1.4%, 7
COC(=O)c1sc(NC(=O)C(C)C)c(C(=O)OC)c1C
→ 2.5%, nt
Cc1ccc2nc(=O)c(NNc3ccccc3)cnc2c1
→ -2.3%, 9
O=C(c1ccc(Cl)cc1[N+](=O)[O-])N1CCc2ccccc2C1
→ 5.0%, 8
CCc1ccc(CNC(=O)c2cc3c(C)nc4ccccc4c3o2)cc1
→ 0.8%, 5
COc1cc(NC(=O)C2CC2C)c(C(=O)O)cc1OC (stereo not given)
→ 3.3%, nt
Cc1onc(-c2c(Cl)cccc2Cl)c1COC(=O)c1ccc(Cl)cc1
→ 1.2%, -9
Cn1nc(C(F)(F)F)c(-c2ccc(Br)cc2)c1NC(=O)Nc1ccc(F)cc1F
→ 7.4%, 26
Cc1nn(-c2ccc(F)cc2)c(Cl)c1/C=N/NC(=O)c1ccc(O)cc1
→ 3.3%, -4
COc1ccn(C)c(=O)c1C#N
→ 7.9%, 3
CCOc1ccc(N2C(=O)C3C(c4ccc(O)cc4)NC(CCSC)(C(=O)OC)C3C2=O)cc1 (stereo not given)
→ 6.5%, -11
CCN(CC)S(=O)(=O)c1cccc(NC(=O)COC(=O)c2ccc(Br)o2)c1
→ 8.3%, nt
O=C(C1CCCO1)N1N=C(c2ccc(Br)cc2)CC1c1ccco1 (stereo not given)
→ 0.2%, -15

Compounds from the list above containing a cyano group, in the order listed:
Results follow in this order: M. tuberculosis GlmU, Mtb RmlCD inh
N#Cc1ccccc1Sc1ccccc1C(=O)OCc1nnc(-c2ccccc2)o1
→ -1.9%, 6
CC(C)C(C)(C#N)NC(=O)CSc1nnc(-c2ccncc2)n1Cc1ccccc1 (stereo not given)
→ -5.6%, -6
COc1ccn(C)c(=O)c1C#N
→ 7.9%, 3

More results follow:
Results follow in this order: M. tuberculosis GlmU, Mtb RmlCD inh
NS(=O)(=O)c1ccc(CCNC(=O)C2CCCCN2S(=O)(=O)c2ccccc2)cc1 (stereo not given)
→ 3.8%, 5
Cc1ccc(NC(=O)CCC(=O)NCCO)cc1
→ -0.3%, 5
CCCCSc1nnc(-c2ccccc2)c2ccccc12
→ -2.6%, -7
CCCCOc1ccc(-c2ncc(C(=O)OCC)c(N)n2)cc1
→ -4.5%, -17
COc1cccc(C2CC(c3c(-c4ccccc4)c4cc(Cl)ccc4[nH]c3=O)=NN2S(C)(=O)=O)c1OC (stereo not given)
→ -3.0%, nt
COC(=O)C1=COC(OC2OC(CO)C(O)C(O)C2O)C2C1C=CC2(O)CO (stereo not given)
→ 1.7%, nt
Cn1c(C(=O)O)ccc1S(=O)(=O)N(Cc1ccccc1)Cc1ccccc1
→ 2.7%, 7
COCCSc1ccccc1C(=O)N1CCN(c2ccccc2)CC1
→ -0.8%, 3
COc1ccc(O[C@@H]2O[C@H](COC(C)=O)[C@@H](OC(C)=O)[C@H](OC(C)=O)[C@H]2NC(C)=O)cc1
→ 0.5%, -8
Cc1ccc(-n2cccc2C(=O)NS(=O)(=O)c2ccc(C)cc2)cc1
→ 3.9%, 3
Cc1c(NC(=O)C(C)NCC2CCCO2)c(=O)n(-c2ccccc2)n1C (stereo not given)
→ -2.5%, 19
NC(=O)CC(NC(=O)c1ccccc1)C(=O)O (stereo not given)
→ 1.1%, nt
Cc1cc2nc(-c3ccc4c(c3)CCC4)ccn2n1
→ 0.1%, nt
Cc1c2cnn(-c3ccccc3)c(=O)c2c(C)n1CCCC(=O)N1CCN(c2ncccn2)CC1
→ 2.2%, -6
Cc1nc(S(=O)(=O)Cc2ccc(Cl)cc2)nc2c1CCC2
→ 7.9%, 45
C/C(N)=C(/C#N)C(=O)CSc1nc2cc(Cl)ccc2c(=O)n1Cc1ccco1
→ 9.7%, -13
CCc1c(C)[nH]c(=S)c(C#N)c1C
→ 5.6%, -2
COc1ccc(Nc2ccccc2N)cc1
→ -7.8%, -10
CCOC(=O)c1cc(NC(=O)SCC(=O)O)c(C)nc1C
→ -1.4%, 13
CN(C(=O)COc1ccccc1)c1nnc(-c2cccnc2)s1
→ 5.0%, -8
Cc1ccc(NC(=S)N2CCN(Cc3ccc4c(c3)OCO4)CC2)c(C)c1
→ -2.5%, nt
Cc1ccc(N(CC(=O)NC2CC3CCC2C3)S(C)(=O)=O)cc1C (stereo not given)
→ 8.0%, nt
COc1ccc(S(=O)(=O)Nc2ccc(F)cc2)c(C)c1C
→ 3.5%, -3
CCc1nn2c(N(C)CCO)cc(C)nc2c1-c1ccc(F)cc1
→ -4.7%, -4
Cc1ccc(-c2nnc(Nc3ccc4c(c3)OCO4)c3ccccc23)cc1S(=O)(=O)NC(C)C
→ 0.6%, nt
Cn1c(Oc2ccccc2)c(C=O)c2ccccc21
→ -0.8%, 18
O=C(/C=C/c1cccc([N+](=O)[O-])c1)NCc1ccccc1
→ -1.2%, -2
CCS(=O)(=O)N1Cc2ccccc2CC1C(=O)Nc1nnc(C2CC2)s1 (stereo not given)
→ 3.8%, 2
Nc1nc(-c2ccc3c(c2)CCC(=O)N3)cs1
→ 1.3%, -10
COc1ccc2c(c1)CCNC2Cc1ccc(OC)c(O)c1 (stereo not given)
→ 3.0%, nt
CCCc1ccc(C(=O)N2CCN(c3ccccc3OCC)CC2)cc1
→ 0.3%, -9
Cc1ccc(CNC(=O)CCC(=O)c2cccs2)cc1
→ -1.1%, 2
Cc1ccc(NC(=O)Cn2sc3nc(C)cc(C)c3c2=O)c(Cl)c1
→ 2.3%, nt
CCOC(=O)c1ccc(S(=O)(=O)Nc2nc3cc(S(=O)(=O)NC4=NCCCCC4)ccc3s2)cc1
→ 2.9%, 8
Cc1nc2nc(NCc3cccs3)nn2c(C)c1Cl
→ 3.2%, -10
CC(=O)N/N=C(\C)CCc1ccccc1
→ 1.0%, 1
O=C(c1ccc(Cl)c(S(=O)(=O)NCc2ccccc2)c1)N1CCN(c2ccccn2)CC1
→ 0.4%, 5
CCOC(=O)COc1ccc2c(c1)c(C(C)=O)c(C)n2Cc1ccccc1
→ 1.2%, 0
CS(=O)(=O)N(CC(=O)Nc1ccc(F)c(F)c1)c1cccc([N+](=O)[O-])c1
→ 0.7%, -4
CCN(CCn1cccn1)C(=O)CCc1nnc(-c2ccccc2)o1
→ 3.3%, -8
CN(C(=O)CSc1nc2c(c(=O)[nH]1)CCCC2)C1CCCCC1
→ 3.7%, nt
CC(C)=Nc1ccccc1C1COC(=O)C1=N (stereo not given)
→ -0.8%, -3
CN(Cc1ccccc1F)c1nc(-c2cccs2)nc2ccccc12
→ 0.3%, -52
COc1ccc(CCn2c(=O)[nH]c3cc(C(=O)NCCCN4CCOCC4)ccc3c2=O)cc1OC
→ 2.1%&0.7%, -3
NC(=O)c1ccc(-n2nnnc2Oc2ccc(Br)cc2)cc1
→ -0.8%, 4
O=C(Nc1ccc2c(c1)OCO2)Nc1ccc(Cl)cc1Cl
→ -0.5%, -2
O=C1C(Cl)=C(NCCN2CCCCC2)C(=O)c2ccccc21
→ -0.5%, -12
Cc1cccc(NC(=O)c2ccc(Cl)c(NC(=O)c3ccncc3)c2)c1C
→ 1.7%, nt
Cc1cc(C(=O)NCc2cc(C(=O)O)co2)co1
→ -2.0%, 5
CCOc1ccccc1-n1c(SCC(N)=O)nnc1-c1ccc(O)cc1
→ -2.6%, nt
O=C(CN1CCCCC1)Nc1cccc(-n2cnnn2)c1
→ 1.2%, nt
CC(O)(CS(=O)(=O)Cc1ccccc1)C(=O)Nc1ccc(C(F)(F)F)cc1 (stereo not given)
→ 1.0%, -1
OCC#Cc1cnc2ccccc2c1
→ 2.3%, 18
COc1ccccc1NC(=O)Cn1nnc(C(=O)NCCc2ccccc2)c1N
→ -11%, -4
CC(=O)N(c1cccc(Br)c1)C1C=CS(=O)(=O)C1 (stereo not given)
→ 4.0%, 10
Cc1cc(Oc2ccc([N+](=O)[O-])cc2)nc(N2CCOCC2)n1
→ 2.7%, 33
C=CCn1c(C)cc(C(=O)COc2nncc3ccccc23)c1C
→ -0.2%, nt

Screening data (PubChem BioAssay)
